Compound activity (PubChem)
FN deposit inh – fibronectin deposition inhibition; AH1F fibroblasts, Alexa488-fibronectin deposition fluorescence, overnight; 350,000 tested, 0.086% active; inhibition, % at 12.6 µM;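 active = mean inhibition across replicates of 30% or more, regardless of how many single replicates reach that level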;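 also: positive control wells lacked labelled fibronectin entirely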
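Material: AH1F fibroblast monolayer depositing Alexa488-labelled fibronectin into matrix | Input: 10000 AH1F cells/well | Medium: DMEM plus 2% serum, read in PBS | Reagent: Alexa488-fibronectin, 24 nM final in well | Compound dosing: One dose per compound, pinned | Schedule: 1 h adhesion, overnight exposure | Measured by: Fluorescence at 485 nm excitation, 525 nm emission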
PGC1a acetyl inh – lowers PGC1a acetylation signal in U2OS cells. AlphaScreen anti-acetyl-lysine; with virally co-expressed GCN5 acetyltransferase. inhibition, % at 15.6 µM. 350,000 tested, 0.17% active. AID 651687;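 active = every replicate shows inhibition of at least 40%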;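 also: 0% = neutral control wells and 100% = positive control wells; some results beyond the cut were filed as inactive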
PglD DTNB – blocks C. jejuni PglD acetyltransferase activity; inhibition, % at 12.5 µM; purified PglD enzyme, DTNB colorimetric CoA detection; 360,000 tested, 0.098% active; in the data active = inhibition above about 16%, passing the limit was not always enough; also: strong numbers were not always called active
GSIS activator – primary screen for activators of insulin secretion dependent on glucose, INS-1E cells, GLuc reporter luminescence. 370,000 tested, 0.61% active. activation, % at 16.6 µM. INS-1E GLuc reporter insulin secretion, 2-3 h;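 active = lowest replicate activation of at least 40%, so every replicate reaches that level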;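 also: 0% = median of neutral control wells and 100% = median of IBMX positive control wells; some compounds called inactive have numbers as strong as hits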
CFTR F508del cor – CFTR F508del correction in bronchial cells. 350,000 tested, 0.36% active. activity (quench increase), % at 7.58 µM. AID 720511. CFBE cells, YFP halide quenching; stimulated with forskolin plus potentiator P3; % fluorescence drop versus neutral controls;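 active = mean added fluorescence quench of at least 8% versus neutral control, with both replicates also reaching 8%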;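 also: cells transiently co-express mutant CFTR-F508del with the halide-sensitive YFP; corrector assay measuring rescue of mutant channel to the surface after 24 h compound exposure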
C2C12 statin – protects C2C12 myotubes from simvastatin toxicity | ATP luminescence, 48 h; scaled: DMSO 0, geranylgeraniol control 100 | rescue of ATP level, % at 7.49 µM | 330,000 tested, 0.78% active;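 active = mean ATP rescue above about 67%, or every replicate alone reaching that limit, limit read from the data, passing the limit was not always enough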;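 also: myotubes were challenged with 10 µM simvastatin during compound exposure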
Cneo AK release – Cryptococcus neoformans lysis via adenylate kinase release; C. neoformans lysis, adenylate kinase release luminescence, 4 h; normalised: neutral wells 0, clomiphene wells 100; lysis activity, % at 15 µM; 360,000 tested, 0.2% active; AID 651654;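 active = mean lysis activity across replicates of at least 80%, whatever share of replicates individually reach that level; inactive = mean lysis activity below 80%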
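Signal: Adenylate kinase release luminescence | Assay system: Log-phase Cryptococcus neoformans yeast cells | Input: Cells at 5 × 10^6 per mL | Buffer or medium: Fresh YPD growth medium | Compound: Single dose | Schedule: Static 4 h at 37 °C with compound, 1 h detection | Controls: Clomiphene | Read-out: Luminescence rise reflecting yeast cell lysis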
miR122 inh – inhibitors of miR-122 in Huh7 cells; Huh7 miR-122 Renilla luciferase sensor, 48 h; neutral wells = 0, positive control = 100; activation (reporter increase), % at 12.5 µM; 340,000 tested, 0.3% active; AID 602342;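 active = mean replicate activation score at least 90 and every replicate individually at or above 90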;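 also: higher luciferase means less miR-122 activity so hits act as miR-122 inhibitors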
Active calls of the source: *; . = not tested or not shown; [ ] = dose if it differs, or a comment.

SMILES	FN deposit inh	PGC1a acetyl inh	PglD DTNB	GSIS activator	CFTR F508del cor	C2C12 statin	Cneo AK release	miR122 inh
O=C(CCNC(=O)N1CC(=O)Nc2ccccc21)NCc1cccc(Cl)c1	5	20	-2	9	-1.7	-8	-5	.
Cc1ccc(N(C(=O)c2cccs2)C2C=CS(=O)(=O)C2)cc1 (stereo unspecified)	-6	-8	-7	2	2.4	0	0	-7
C[C@H]1CN([C@@H](C)CO)C(=O)c2cccc(NS(=O)(=O)c3ccc(Cl)cc3)c2O[C@@H]1CN(C)C(=O)Nc1ccc2c(c1)OCO2	1	8	-2	-13	-0.1	-30	-1	5[16.7 µM]
COc1ccc(-c2nnc(C3CCN(S(=O)(=O)c4ccccc4)CC3)o2)cc1	.	5	4	.	.	14	2	-4
CCC(=O)N1C[C@H](C)[C@H](OC)CN(C)C(=O)c2ccc(NS(C)(=O)=O)cc2OC[C@@H]1C	-5	.	2	-2	.	-1	55	1[16.7 µM]
Cc1ccccc1S(=O)(=O)N1CC[C@@H]2[C@H](CO)Nc3ccc(C#Cc4ccccc4)cc3[C@@H]21	-10	-8	5	27	-0.9	-11	20	13[16.7 µM]
CC(C)CCOc1ccc(C(=O)N2CCN(c3ncccn3)CC2)cc1	3	10	-1	20	1.2	10	8	-4
C[C@@H]1C=C[C@](Cc2ccccc2)(C(=O)NCC2CC2)N1C(=O)c1ccccc1	6	-6	1	.	0.2	7	-1	0
CCN(CC)C(=O)CP(=O)(c1ccccc1)c1ccccc1	.	18	-1	.	.	3	0	8
COc1ccc(C2C(C(=O)NCc3ccccn3)c3ccccc3C(=O)N2C)cc1OC (stereo unspecified)	6	1	5	.	.	.	0	-5
COCC(=O)N(C)C[C@@H]1Oc2cc(C#C[C@H](C)O)ccc2S(=O)(=O)N([C@H](C)CO)C[C@H]1C	9	-2	3	11	-0.2	0	-16	-3[16.7 µM]
COc1ccc(C(CNc2ccc(S(=O)(=O)N3CCN(C)CC3)cc2[N+](=O)[O-])N(C)C)cc1 (stereo unspecified)	-7	-4	1	-6	-1.6	-21	.	-5
CC1(c2nnc(-c3cccc(Cl)c3)o2)CC(c2cccc(F)c2)=NO1 (stereo unspecified)	0	15	0	-11	2.6	.	1	-1
CCC1(CC)NC(=O)N(CC(=O)OCC(=O)NC(=O)c2ccccc2)C1=O	-1	-6	1	18	1.3	-1	-1	3
Cc1ccc(CNC(=O)c2oc3ccc(S(=O)(=O)N4CCOCC4)cc3c2C)cc1	.	.	0	-33	.	3	-51	-2
COc1ccc(CNC(=S)N/N=C/c2ccncc2)cc1	11	.	5	7	.	.	2	.
CC(C)NC(=O)N(C)C[C@@H]1OCCCC[C@H](C)Oc2ccc(NS(=O)(=O)c3ccc(Cl)cc3)cc2C(=O)N([C@H](C)CO)C[C@H]1C	-4	-4	4	-19	-1.2	.	-4	6[16.7 µM]
C[C@@H]1CN([C@@H](C)CO)C(=O)c2cc(NC(=O)CCN3CCOCC3)ccc2O[C@@H]1CN(C)Cc1ccc(-c2ccccc2)cc1	.	4	1	-8	3.0	-61	1	4[16.7 µM]
C[C@@H]1CN([C@H](C)CO)C(=O)CCCn2cc(nn2)CO[C@@H]1CN(C)C(=O)c1ccccc1	.	5	.	.	1.6	-8	.	0[16.7 µM]
Cc1noc(C)c1NC(=O)N[C@H]1C=C[C@@H](CC(=O)NCCCN(C)C)O[C@@H]1CO	-3	-1	1	0	0.2	6	-2	.
CCc1sc(N2[C@H](C#N)[C@H](c3ccccc3-c3ccc(F)cc3)[C@H]2CO)nc1C	0	6	.	-10	0.4	.	.	.
CNC(=O)C[C@@H]1CC[C@@H]2[C@H](COC[C@@H](O)CN2C(=O)Nc2ccc3c(c2)OCO3)O1	-16	3	-3	8	-1.5	2	113*	-3[16.7 µM]
CCOC(=O)C1=C(N)Oc2ccc3ccccc3c2C1c1ccc(O)cc1 (stereo unspecified)	0	6	3	-7	-3.6	16	-2	4
CCOC(=O)C1CCCN(C(=O)c2cc(-c3ccncc3)nc3ccccc23)C1 (stereo unspecified)	.	.	-4	7	0.0	7	0	3
C=CCn1c(C)cc(C(=O)CSc2nc3ccccc3[nH]2)c1C	.	18	.	-9	.	-71	.	4

Other records follow:
SMILES	FN deposit inh	PGC1a acetyl inh	PglD DTNB	GSIS activator	CFTR F508del cor	C2C12 statin	Cneo AK release	miR122 inh
COCC(=O)Nc1ccc2c(c1)[C@H]1C[C@H](CC(=O)NCc3ccncc3)O[C@H](CO)[C@H]1O2	2	-7	1	15	6.0	4	-3	0[16.7 µM]
CCN(CC)c1ccc(C(=O)OCC(=O)c2ccco2)cc1	0	-11	0	.	.	-18	0	-3
Cc1cc(-c2nnc(CCC(=O)NCc3ccc(OC(F)(F)F)cc3)o2)no1	7	-10	5	-20	-0.2	11	10	11
O=S(=O)(Cc1ccccc1)NCC[C@@H]1CC[C@@H](NS(=O)(=O)c2ccc(F)cc2)[C@@H](CO)O1	4	0	-1	-3	1.1	2	0	.
COc1ccc([C@@H]2CC=C(C(=O)O)[C@H](c3ccc(Cl)cc3)N2S(=O)(=O)c2ccc(Cl)cc2)cc1	-9	4	1	-26	-0.2	15	-3	-2
CCCNC(=O)N1C[C@H](O)COC[C@H]2O[C@H](CC(=O)O)CC[C@@H]21	-12	4	-2	1	-3.7	-13	0	-5[16.7 µM]
CCOc1ccc(NC(=O)c2nsc(Cl)c2Cl)cc1	-5	-4	3	14	1.3	19	-8	-3
CCOC(=O)C1CCN(S(=O)(=O)c2ccc3c(c2)CC(=O)N3C)CC1	1	-1	41*	8	-1.4	-3	-2	3
O=C(c1ccc2nc(N3CCCCC3)sc2c1)N1CCN(Cc2ccc3c(c2)OCO3)CC1	-9	3	-1	-16	-6.7	-3	-1	-3
N/C(Cc1ccc(Cl)cc1)=N\OC(=O)c1ccc2ccccc2c1	6	-13	5	.	.	.	1	3
Cc1ccc(S(=O)(=O)NC2CCOC(C)(C)C2)cc1 (stereo unspecified)	.	-7	-6	.	.	9	1	89
CCCc1nc(NC(C)=O)c(C#N)c(-c2ccco2)c1CC	.	3	0	.	.	14	-1	6
COc1cccc(-c2cnc3c(c2)C(=O)N([C@H](C)CO)C[C@H](C)[C@H](CN(C)C)O3)c1	-4	1	2	20	-1.1	22	0	-4[16.7 µM]
COc1ccc(N2C(=O)C3CCCN3C2c2cc(OC)c(OC)cc2OC)cc1 (stereo unspecified)	4	14	3	-9	4.6	9	-1	-5
CC(=O)Nc1ccc(C(=O)CSc2nccc(=O)[nH]2)cc1	-3	9	2	-22	-1.3	.	3	-8
CCCNC(=O)N1C[C@@H](O)COC[C@@H]2O[C@@H](CC(=O)O)CC[C@H]21	-6	1	-2	5	-0.1	-1	1	0[16.7 µM]
C[C@@H]1CN([C@H](C)CO)C(=O)c2cc(NC(=O)c3ccncc3)ccc2O[C@@H]1CN(C)S(C)(=O)=O	14	6	1	26	-2.9	-15	8	-2[16.7 µM]
CCOC(=O)c1cnc[nH]c1=O	-7	-2	4	.	0.6	1	-2	.
O=C(Oc1cccnc1)c1cc2ccccc2oc1=O	.	7	0	-15	.	6	1	-4
CC1CCc2c(nc3ncnn3c2NCCN(C)C)C1 (stereo unspecified)	4	-13	-9	0	-3.0	-5	4	-2
COC(=O)c1sccc1NC(=S)N1CC(C)CC(C)C1 (stereo unspecified)	-2	-8	.	-23	.	16	.	-5
CC1(C)CC(NCc2cccc([N+](=O)[O-])c2)CC(C)(C)N1	5	.	0	-7	-4.8	23	5	-5
C=CCNc1ncnc2c1ncn2[C@H]1CN(Cc2ccccc2)C[C@@H](CO)O1	-20	5	2	30	5.7	-1	-3	6
C[C@@H]1CN([C@@H](C)CO)C(=O)c2cc(NC(=O)C3CCCCC3)ccc2O[C@@H](C)CCCCO[C@H]1CN(C)Cc1ccccc1	.	-6	-3	-6	-0.7	.	0	-10[16.7 µM]
O=C1c2ccccc2-c2nnc(-c3ccccc3)cc21	.	-5	1	.	.	-22	-1	5

Laid out differently: three of the compounds above.
mol,FN deposit inh,PGC1a acetyl inh,PglD DTNB,GSIS activator,CFTR F508del cor,C2C12 statin,Cneo AK release,miR122 inh
O=S(=O)(Cc1ccccc1)NCC[C@@H]1CC[C@@H](NS(=O)(=O)c2ccc(F)cc2)[C@@H](CO)O1,4,0,-1,-3,1.1,2,0,.
COc1ccc([C@@H]2CC=C(C(=O)O)[C@H](c3ccc(Cl)cc3)N2S(=O)(=O)c2ccc(Cl)cc2)cc1,-9,4,1,-26,-0.2,15,-3,-2
CCCNC(=O)N1C[C@H](O)COC[C@H]2O[C@H](CC(=O)O)CC[C@@H]21,-12,4,-2,1,-3.7,-13,0,-5[16.7 µM]

Additional compounds follow.
SMILES	FN deposit inh	PGC1a acetyl inh	PglD DTNB	GSIS activator	CFTR F508del cor	C2C12 statin	Cneo AK release	miR122 inh
O=c1[nH]cnc2c1C(c1ccccc1[N+](=O)[O-])c1c(nc[nH]c1=O)O2	6	-2	0	.	.	1	-1	-1
CCC(Oc1ccccc1C)C(=O)Nc1ccc(S(=O)(=O)Nc2cc(C)on2)cc1 (stereo unspecified)	-2	7	1	18	0.5	13	-6	-7
C[C@@H]1CN([C@@H](C)CO)C(=O)c2ccccc2-c2ccccc2CO[C@@H]1CN(C)Cc1ccc2c(c1)OCO2	-2	-9	3	8	1.5	-2	-1	.
CCOc1ccccc1CNC(=O)C1CCCN(c2nn3c(=O)cc(C)nc3s2)C1 (stereo unspecified)	13	-1	-3	21	0.3	3	10	.
O=C(NCCN1C(=O)S/C(=C/c2cccnc2)C1=O)c1cccs1	6	-4	3	-11	-0.2	7	1	-1
Cc1cccc(NC(=O)c2cc(-c3cc(C)cc(C)c3O)n[nH]2)c1	7	5	-2	-35	0.2	-36	-1	5
O=C(NCCC1=CCCCC1)c1ccc(Br)o1	.	14	11	.	.	-1	-1	-4
NC(=O)COc1ccc(-c2noc(COc3ccccc3[N+](=O)[O-])n2)cc1	-10	7	.	-2	-3.1	.	.	.
O=S(=O)(c1ccccc1)N1CCCCN2[C@H](CO)[C@H](c3ccc(-c4ccccc4F)cc3)[C@H]2C1	-7	-6	1	-19	-3.6	-2	7	8[16.7 µM]
CCCC(=O)Nc1ccc2c(c1)OC[C@@H](C)N(C(=O)c1ccncc1)C[C@H](C)[C@H](OC)CN(C)C2=O	-9	10	4	-6	1.0	2	0	-4[16.7 µM]
O=C1c2ccccc2NC2CCCCC12 (stereo unspecified)	.	-8	1	-11	-0.2	-8	0	3
Cc1cc(C)c(NC(=O)COC(=O)CSc2ccc(Br)cc2C)c(C)c1	12	.	-6	0	.	.	0	-4
C/C=C/c1ccc([C@@H]2[C@@H](CO)N3CCCCN(C(=O)Nc4cc(F)ccc4F)C[C@H]23)cc1	.	-1	2	-34	0.2	3	1	3[16.7 µM]
O=C(NN=Cc1ccc2c(c1)OCO2)C1CC1	-7	-2	2	-16	-1.3	0	-3	.
Cc1nn(C)c(Oc2ccccc2)c1CCNS(=O)(=O)c1ccc(F)cc1	-6	-6	-4	.	.	9	1	48
O=C(COc1nncc2ccccc12)Nc1c(F)c(F)c(F)c(F)c1F	-13	1	.	-3	3.7	.	.	.
CC1=CC(c2ccc(Cl)cc2)n2nc(NC(=O)CCC(=O)O)nc2N1 (stereo unspecified)	2	-17	.	11	-1.6	0	.	2
CNC[C@@H]1Oc2cc(C#CCOC)ccc2S(=O)(=O)N([C@@H](C)CO)C[C@H]1C	.	4	-2	5	1.3	-19	2	-8[16.7 µM]

An unsorted share of the library (roughly 2.1% active in at least one column).
